PKA-R1A activ: activators of PKA-R1A complex; PKA-R1A dissociation, Cy5-IP20 fluorescence polarization; scaled: DMSO 0%, 113 µM cGMP 100%; P00514+P68181; activation, % at 11.4 µM; AID 504707; 340,000 compounds, 0.083% hits;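 active means percent activation above the mean of all tested compounds plus 3 SD, cut at about 19% in these data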;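 further: higher means more PKAc released from R1A so a rise in polarization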
HTR5A ag ctr: activates human HTR5A in OPRM1-OPRD1 agonist counter-screen; 340,000 compounds, 0.61% hits; HTR5A agonist assay, luminescence, cell-based; P47898; activation, % at 9.3 µM; in the data active means activation mostly above about 9.5%, no sharp cut-off; inactive means mostly below about 7.6%;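 further: 0% = cells with vehicle only and 100% = reference agonist; strong numbers were not always called active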
Target sequence (P47898 whole entry, looked up): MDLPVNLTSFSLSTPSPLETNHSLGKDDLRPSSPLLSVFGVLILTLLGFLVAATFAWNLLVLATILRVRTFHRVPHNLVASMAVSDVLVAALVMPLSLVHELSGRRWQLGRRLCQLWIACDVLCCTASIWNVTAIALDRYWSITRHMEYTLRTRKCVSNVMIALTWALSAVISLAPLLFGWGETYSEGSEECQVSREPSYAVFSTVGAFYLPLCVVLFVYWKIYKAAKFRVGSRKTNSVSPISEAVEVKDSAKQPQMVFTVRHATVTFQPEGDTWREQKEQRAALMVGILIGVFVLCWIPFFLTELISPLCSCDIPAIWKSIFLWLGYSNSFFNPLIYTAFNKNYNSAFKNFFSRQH
Ecoli viability: counter-screen for AddAB inhibitors: E. coli growth inhibition | E. coli V3065 growth, OD600 absorbance, 18 h | inhibition, % at 11.9 µM | 330,000 compounds, 0.27% hits;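 active means inhibition above the campaign's mean inhibition across all tested compounds plus 3 SD, cut at about 9.9% in these data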;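 further: uninfected addAB+ strain grown without phage in ampicillin broth; 0% = DMSO wells and 100% = ciprofloxacin 0.95 µg/ml wells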
phage Ecoli inh: E. coli growth loss with phage present | 360,000 compounds, 0.26% hits | growth absorbance | inhibition, % at 11.9 µM; in the data active means inhibition above about 11%
PKA-R2B act: activators of human PKA-R2B complex. P22694+P31323. PKA-R2B holoenzyme dissociation, Cy5-IP20 fluorescence polarization; R2B truncated from residue 108, S112A mutant; 0% DMSO only, 100% 113 µM cGMP. activation, % at 11.4 µM. 340,000 compounds, 0.079% hits. AID 504700;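 active means activation above a cutoff set at the mean over all compounds plus 3 SD, cut at about 18% in these data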;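 further: higher means more holoenzyme dissociation and a rise in polarization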
CDK5 p35 inh: inhibitors of human CDK5/p35 kinase; 330,000 compounds, 0.01% hits; Q00535+Q15078; AID 488839; Recombinant CDK5/p35, ADP-Glo luminescence, 60 min; inhibition, % at 10 µM;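 active means highest replicate inhibition of at least 50% and at least 75% of replicates reaching 50%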;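 further: plate controls were DMSO neutral control for no effect and GW8510 at 10 µM for full effect; many of its hits are not listed in these tables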
Target sequence (Q00535 whole entry, looked up): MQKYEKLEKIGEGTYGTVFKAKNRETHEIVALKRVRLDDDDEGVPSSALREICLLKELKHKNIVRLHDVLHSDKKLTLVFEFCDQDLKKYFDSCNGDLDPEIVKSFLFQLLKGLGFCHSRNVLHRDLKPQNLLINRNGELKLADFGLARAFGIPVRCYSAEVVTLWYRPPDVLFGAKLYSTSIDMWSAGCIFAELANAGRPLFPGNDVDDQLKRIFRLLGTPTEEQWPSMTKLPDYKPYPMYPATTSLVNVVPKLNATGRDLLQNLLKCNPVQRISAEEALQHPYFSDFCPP
Target sequence (Q15078 whole entry, looked up): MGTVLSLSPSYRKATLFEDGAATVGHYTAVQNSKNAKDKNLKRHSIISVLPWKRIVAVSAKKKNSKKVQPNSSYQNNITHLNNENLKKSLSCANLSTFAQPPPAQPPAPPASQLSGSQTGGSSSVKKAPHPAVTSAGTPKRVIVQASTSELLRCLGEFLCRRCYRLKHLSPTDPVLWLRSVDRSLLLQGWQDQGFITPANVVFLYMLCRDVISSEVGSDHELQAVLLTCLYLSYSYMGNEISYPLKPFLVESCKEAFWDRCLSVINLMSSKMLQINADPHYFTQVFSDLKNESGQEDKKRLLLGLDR
DAGLB inh: diacylglycerol lipase beta (human) inhibition. Q8NCG7. HEK293T DAGLB membrane lysate, EnzChek fluorogenic substrate. inhibition, % at 5.17 µM. 340,000 compounds, 0.059% hits. AID 504411; in the data active means inhibition above about 34%;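 further: 0% = enzyme with vehicle and 100% = wells lacking enzyme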
HTR5A inv ctr: HTR5A inverse agonism, opioid heterodimer counter-screen | HTR5A cell line, luminescence | 340,000 compounds, 0.083% hits | AID 504634 | inhibition, % at 9.3 µM; in the data active means inhibition mostly above about 23%, no sharp cut-off; inactive means mostly below about 18%;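 further: 0% = cells with DMSO and 100% = no-cell wells with DMSO; some compounds called inactive have numbers as strong as hits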
SUMO Mot1 rescue: SUMOylation pathway inhibition by Mot1-301 growth rescue; 320,000 compounds, 1% hits; growth rescue, % at 18.8 µM; S. cerevisiae Mot1-301 growth rescue, ATP luminescence, 38.5C; percent above DMSO median, 100 means doubled;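 active means every valid replicate shows activation above 250% relative to neutral control wells; inactive means the rest, any valid replicate at or below 250%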;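 further: OY570 slx delta 5 strain wells were the positive control but not used for scaling; some compounds called inactive have numbers as strong as hits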
AddAB inh: less growth of phage-infected E. coli with AddAB; 330,000 compounds, 0.29% hits; E. coli expressing H. pylori AddAB, absorbance growth; inhibition, % at 11.9 µM; in the data active means inhibition above about 12%;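 further: 0% = vehicle wells of infected cells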
Tat export inh: E. coli Tat transport inhibition | E. coli MC4100 TorA-mCherry Tat export, fluorescence | inhibition, % at 10 µM | 340,000 compounds, 0.036% hits;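 active means mean replicate inhibition at least 50% and at least half of replicates individually reaching 50%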;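 further: exported cargo escapes ClpAP degradation while cytoplasmic cargo is degraded and loses fluorescence; 0% = median of neutral control wells and 100% = median of NaSCN control wells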
* marks the source's active call; other numbers are inactive results; x = no result given; & = joins results of further samples. This is a random part of the collection (roughly 2.3% active in at least one column).

SMILES	PKA-R1A activ	HTR5A ag ctr	Ecoli viability	phage Ecoli inh	PKA-R2B act	CDK5 p35 inh	DAGLB inh	HTR5A inv ctr	SUMO Mot1 rescue	AddAB inh	Tat export inh
COc1ccc(NC(=O)CSc2nnc(CCC(=O)O)c(=O)n2N)cc1	-8	0	-2.0	3.4	1	0.3	0	1	-9	0.5	-4
CCOC(=O)N1CCN(CC(O)c2ccc3cc[nH]c3c2)CC1 (stereo not given)	-13	1	0.6	1.7	-5	0.3	2	-30	23	2.2	10
CCCN1Cc2cccc(C(=O)Nc3ccc4c(c3)OCCO4)c2C1=O	0	-5	0.5	2.4	-9	1.2	-9	12	63	3.5	-2
CC1(C)CC(=O)C=C(Nc2ccc(F)c(Cl)c2)C1	-4	-1	0.2	-0.8	8	0.9	0	3	-14	0.0	5
CCCOc1ccccc1C1CC(=O)Nc2cc3c(cc21)OCCO3 (stereo not given)	-16	2	-2.0	x	-15	-0.3	2	-4	3	5.9	7
COc1ccc2cc(S(=O)(=O)N3CCCCC3)ccc2c1S(=O)(=O)N1CCCCC1	-5	-1	2.7	-0.2	2	-2.6	-1	-3	112	2.5	-1
CC1CCCCC1NC(=O)CSc1nnc(CN2CCOCC2)n1C (stereo not given)	0	-1	-0.2	3.6	-7	0.3	2	-12	-5	1.4	3
COC(=O)c1c(C(=O)OC)c2cc(C)ccn2c1Cl	4	5	1.3	3.1	17	1.0	0	-38	x	1.7	-1
Nc1nn2cc(-c3ccc(Br)cc3)nc2c2ccccc12	-8	13	-4.0	0.6	7	-0.4	2	22	58	2.0	6
CCOC(=O)C1CCN(C(=O)Cn2ncc3c([nH]c4ccccc43)c2=O)CC1	2	5	-1.5	1.1	3	-0.5	1	3	-3	2.0	2
CC(C)(C)CN1C(N)=NC[C@@H]1Cc1ccc(O)cc1	-11	-6	-2.6	2.7	4	-0.3	-1	-25	-11	1.1	-5
CC(C)C(C)(C#N)NC(=O)CSc1nc2scc(-c3ccccc3)c2c(=O)[nH]1 (stereo not given)	-1	7	-1.0	5.1	-7	2.2	5	-8	-9	0.8	-5
Cc1nn(CC(=O)N(C)C)c(C)c1S(=O)(=O)N1CCOCC1	-3	-1	-0.8	-0.5	-7	-0.1	1	3	-6	2.3	-2
CN(C)S(=O)(=O)c1ccc(NC(=S)NC(=O)Cc2ccccc2)cc1	-1	-4	-2.4	2.0	0	-0.5	-4	10	-12	-0.3	3
CCCCC1=CC2=CC(=O)C(C)(OC(=O)CC)C(=O)C2=CN1Cc1ccccc1 (stereo not given)	-7	6	-2.7	1.4	-1	0.4	2	15	190	2.9	-17
O=C(CSc1nnc(CNC(=O)c2cccc(C(F)(F)F)c2)o1)NC1CCCC1	-5	1	-2.6	2.0	5	-0.1	-2	-11	-2	-0.2	-4
COCCOC(=O)C1=C(C)N=C2SCCC(=O)N2C1/C=C/c1ccccc1 (stereo not given)	13	x	0.6	-3.5	-10	-0.1	2	x	-10	1.4	-6
Cc1cc2nc(C)c3c(n2n1)CCC3	5	-1	1.6	2.9	9	1.1	-3	4	12	4.0	-5
O=C(N/C(=C/c1ccc([N+](=O)[O-])cc1)C(=O)N1CCOCC1)c1ccco1	8	-5	-2.0	2.0	9	-0.4	2	11	19	-0.1	7
CCOC(=O)c1n[nH]c(=O)c2ccccc12	x	x	-1.0	5.2	x	0.3	x	x	11	2.3	0
CCOC(=O)/C=C/c1ccccc1S(=O)(=O)NC(C)(C)C	-21	1	0.2	-0.9	-12	4.1	-6	-4	10	3.4	8
COc1ccc(CCNC(=O)CCS(=O)(=O)c2ccc3c(c2)NC(=O)CS3)cc1OC	-2	-2	0.8	2.7	-2	0.6	2	21	-6	4.9	-2
COC(=O)N/N=C/c1cn(CCOc2ccccc2)c2ccccc12	-1	3	0.2	1.8	20*	1.0	2	4	-11	2.3	2
CN(C)CCCN1C(=O)C(=O)/C(=C(/O)c2ccncc2)C1c1cccnc1 (stereo not given)	1	-2	x	1.9	-6	-1.3	-1	6	x	x	-9
COc1ccc(CN2CCc3ccc(NC(=O)CCc4ccccc4OC)cc3C2)c(O)c1	-5	3	3.8	-0.1	11	0.6	-3	9	-4	4.0	-1
C[C@@H]1C[C@H]2[C@@H]3CCC4=CC(=O)C=C[C@]4(C)[C@@]3(F)[C@@H](O)C[C@]2(C)[C@@]1(O)C(=O)CO	3&-2	2&2	0.2&-2.3	3.6	8&11	0.3&0.2	1&1	-9&-10	385&197	0.9&0.5	3&6
C=CCn1c2ccccc2c2nnc(SCN3C(=O)c4ccccc4C3=O)nc21	-5	-4	-2.4	0.9	-1	0.1	-3	10	26	1.9	2
CNS(=O)(=O)c1cccc(C(=O)OCC(=O)N(Cc2ccccc2)C(C)(C)C)c1	-4	0	-1.5	2.1	-5	1.0	-2	13	-2	2.9	3
Cc1oc(C)c2c(=O)ccc3c(c12)OC(N)=C(C#N)C3c1ccccc1Cl (stereo not given)	4	5	-0.3	0.1	6	-1.1	-3	-12	176	2.6	-5
CC(C)c1ccc(N(C(=O)c2snc(C(N)=O)c2N)C(C(=O)NCC2CCCO2)c2ccc(N(C)C)cc2)cc1 (stereo not given)	-12	0	x	-1.4	-16	-0.8	3	1	x	x	22
COc1ccccc1-n1c(SCC(N)=O)nnc1-c1ccc(S(=O)(=O)N2CCCCC2)cc1	-14	-1	-0.6	1.0	8	-1.5	3	6	-3	0.5	3
COc1ccc(NC(=O)C2CCN(S(=O)(=O)c3cccs3)CC2)cc1OC	-1	4	-0.6	4.7	11	-2.4	-1	-11	-8	1.8	-1
CCOC(=O)Cc1cc(=O)[nH]c(/N=C(/NC(=O)c2ccccc2)Nc2ccccc2C(F)(F)F)n1	-6	1	0.4	1.5	3	-0.2	-1	-8	5	1.9	-9
CCn1cc(C(=O)NCCCN2CC(C)CC(C)C2)c(=O)c2cc(S(=O)(=O)N(C)C)ccc21 (stereo not given)	-1	1	0.5	1.8	9	0.4	0	-3	-8	1.3	-4
CC(=O)N1N=C(c2cccc(O)c2)CC1c1cccs1 (stereo not given)	-11	-6	x	11*	13	0.3	2	-11	6	x	2
O=C(NCC1CCCO1)c1ccccc1NS(=O)(=O)c1cccs1 (stereo not given)	1	-5	-2.0	-0.6	9	-1.0	-3	14	183	7.2	13

Rewritten in CSV form: 2 of the compounds above
Structure,PKA-R1A activ,HTR5A ag ctr,Ecoli viability,phage Ecoli inh,PKA-R2B act,CDK5 p35 inh,DAGLB inh,HTR5A inv ctr,SUMO Mot1 rescue,AddAB inh,Tat export inh
CCOC(=O)Cc1cc(=O)[nH]c(/N=C(/NC(=O)c2ccccc2)Nc2ccccc2C(F)(F)F)n1,-6,1,0.4,1.5,3,-0.2,-1,-8,5,1.9,-9
CCn1cc(C(=O)NCCCN2CC(C)CC(C)C2)c(=O)c2cc(S(=O)(=O)N(C)C)ccc21 (stereo not given),-1,1,0.5,1.8,9,0.4,0,-3,-8,1.3,-4

Next section.
SMILES	PKA-R1A activ	HTR5A ag ctr	Ecoli viability	phage Ecoli inh	PKA-R2B act	CDK5 p35 inh	DAGLB inh	HTR5A inv ctr	SUMO Mot1 rescue	AddAB inh	Tat export inh
COc1ccc(-n2nc(C(=O)NCC(=O)Nc3ccccn3)c3ccccc3c2=O)cc1Cl	-7	6	x	0.7	9	1.2	4	-18	x	x	-3
O=C(CCCc1cccs1)NCCc1c[nH]c2ccccc12	5	4	-0.7	1.4	2	-1.2	-1	-14	-29	-1.7	-2
O=c1c(-c2ccc(Br)cc2)[n+]([O-])c2ccccc2n1OCc1ccccn1	-7	2	0.7	2.9	-2	0.5	1	-6	11	1.4	-13
CCN(CC)CCCN1C=C2C(=O)C(C)(OC(=O)CCC(=O)OC)C(=O)C(Br)=C2C=C1c1ccc(OC)cc1 (stereo not given)	8	8	-0.2	1.1	-5	-0.3	7	15	-12	1.9	-4
O=[N+]([O-])c1ccc(N/N=C/c2cccc(O)c2O)c(S(=O)(=O)N2CCOCC2)c1	5	-9	-0.4	1.2	-4	1.3	13	48*	13	2.3	-7
O=c1c2c(nc3n1CCCCC3)sc1c(O)cccc12	-7	-4	1.5	0.5	-13	-2.9	2	9	-15	4.8	21
CCCCCSc1nnc(-c2ccccc2N)c(=O)[nH]1	-1	3	1.1	1.3	3	-0.7	7	-12	x	3.0	4
CCOc1ccc(NC(=O)CCN2CCN(c3ccccc3OC)CC2)cc1	-9	-5	-1.0	2.1	-1	-1.3	-4	12	20	2.4	1

Among those listed so far, 7 contain two or more sulfur atoms:
SMILES	PKA-R1A activ	HTR5A ag ctr	Ecoli viability	phage Ecoli inh	PKA-R2B act	CDK5 p35 inh	DAGLB inh	HTR5A inv ctr	SUMO Mot1 rescue	AddAB inh	Tat export inh
COc1ccc2cc(S(=O)(=O)N3CCCCC3)ccc2c1S(=O)(=O)N1CCCCC1	-5	-1	2.7	-0.2	2	-2.6	-1	-3	112	2.5	-1
CC(C)C(C)(C#N)NC(=O)CSc1nc2scc(-c3ccccc3)c2c(=O)[nH]1 (stereo not given)	-1	7	-1.0	5.1	-7	2.2	5	-8	-9	0.8	-5
CN(C)S(=O)(=O)c1ccc(NC(=S)NC(=O)Cc2ccccc2)cc1	-1	-4	-2.4	2.0	0	-0.5	-4	10	-12	-0.3	3
COc1ccc(CCNC(=O)CCS(=O)(=O)c2ccc3c(c2)NC(=O)CS3)cc1OC	-2	-2	0.8	2.7	-2	0.6	2	21	-6	4.9	-2
COc1ccccc1-n1c(SCC(N)=O)nnc1-c1ccc(S(=O)(=O)N2CCCCC2)cc1	-14	-1	-0.6	1.0	8	-1.5	3	6	-3	0.5	3
COc1ccc(NC(=O)C2CCN(S(=O)(=O)c3cccs3)CC2)cc1OC	-1	4	-0.6	4.7	11	-2.4	-1	-11	-8	1.8	-1
O=C(NCC1CCCO1)c1ccccc1NS(=O)(=O)c1cccs1 (stereo not given)	1	-5	-2.0	-0.6	9	-1.0	-3	14	183	7.2	13

Screening data from PubChem BioAssay.
